SENP1 FRET inh = SENP1 (human) catalytic domain inhibition. Q9P0U3. 0.21% of 360,000 active. AID 624204. recombinant SENP1 catalytic domain, CyPet-SUMO1-YPet FRET cleavage. inhibition, % at 10 µM;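 active means inhibition at least 30% at 10 µM, raw YFP signal under a set limit, fluorescence ratio 0.5 to 1.5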;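 further: 0% = enzyme with DMSO and 100% = no enzyme wells; some results filed as inactive read as strong as hits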
Target sequence (Q9P0U3 419-644 limits assumed): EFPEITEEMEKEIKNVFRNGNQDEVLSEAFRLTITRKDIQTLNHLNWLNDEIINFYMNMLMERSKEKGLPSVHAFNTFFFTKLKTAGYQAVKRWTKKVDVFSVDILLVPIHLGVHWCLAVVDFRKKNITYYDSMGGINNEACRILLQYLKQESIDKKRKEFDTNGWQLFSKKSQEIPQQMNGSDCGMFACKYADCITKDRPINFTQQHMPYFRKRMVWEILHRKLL
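material = recombinant human SENP1 catalytic domain, His6-tagged | quantity = 20 pM enzyme | reagent = 25 nM SUMO1 FRET substrate | compound dosing = 10 µM single point, 0.5% DMSO | timing = 50 min enzyme reaction, room temperature, light-protected | detection = FRET, CFP and YFP emission | control set = no-enzyme low, enzyme-DMSO high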
SENP8 block-1 = inhibitors of human SENP8 protease; inhibition, % at 10 µM; 1.2% of 330,000 active; AID 2540; purified SENP8, Z-RLRGG-aminoluciferin cleavage, luminescence; Q96LD8; in the data active means inhibition above about 50%
Target sequence (Q96LD8 whole entry, looked up): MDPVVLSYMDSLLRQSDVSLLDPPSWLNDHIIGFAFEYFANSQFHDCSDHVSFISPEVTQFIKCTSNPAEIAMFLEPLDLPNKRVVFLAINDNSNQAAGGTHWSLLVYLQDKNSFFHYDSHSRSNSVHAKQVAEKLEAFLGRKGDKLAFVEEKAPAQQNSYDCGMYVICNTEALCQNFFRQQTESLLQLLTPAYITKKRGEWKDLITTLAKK
Apaf-1 inh = blocks human Apaf-1 apoptosome activity | O14727 | reconstituted apoptosome caspase-3 activity, DEVD-Rh110 fluorescence | inhibition, % at 20 µM | 0.71% of 330,000 active | AID 489030; active means inhibition of at least 40% at 20 µM;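 further: plate controls were DMSO wells for no effect and DEVD-CHO caspase inhibitor wells for full effect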
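System: Apoptosome proteins | Medium: Hepes pH 7.5 with detergent and BSA | Also added: Cytochrome c trigger plus (Z-DEVD)2-Rh110 caspase-3 substrate | Incubation: 30 min compound preincubation, 50 min activation, room temperature | Detection: Rhodamine 110 fluorescence at Ex 480/Em 540 nm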
UBC13 inh = blocks human UBC13 polyubiquitin chain formation; inhibition, % at 20 µM; 0.47% of 330,000 active; TR-FRET; in the data active means inhibition above about 45%, passing the limit was not always enough; inconclusive means no clear call, values can overlap the other calls
Target sequence (P61088 whole entry, looked up): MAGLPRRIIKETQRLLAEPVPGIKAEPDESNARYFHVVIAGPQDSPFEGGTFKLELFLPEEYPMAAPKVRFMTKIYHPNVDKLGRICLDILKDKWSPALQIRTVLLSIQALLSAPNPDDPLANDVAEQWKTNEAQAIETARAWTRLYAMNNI
SENP7 inh = inhibitors of human SENP7 protease. Q9BQF6. 1.5% of 330,000 active. inhibition, % at 5 µM. recombinant SENP7, Z-RLRGG-aminoluciferin luminescence, 40 min;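 active means inhibition above about 50% at the single test dose, limit read from the data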;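 further: plate controls were DMSO with enzyme for no effect and no enzyme buffer wells for full effect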
SENP8 block-2 = inhibitors of human SENP8 protease; Q96LD8; recombinant SENP8, Nedd8 substrate fluorescence; inhibition, % at 20 µM; 0.64% of 360,000 active; AID 602440; in the data active means inhibition mostly above about 40%, no sharp cut-off; inactive means mostly below about 27%
A3G deaminase = blocks human APOBEC3G single-stranded DNA deamination; Q9HC16; recombinant A3G, ssDNA deamination FAM/TAMRA fluorescence; inhibition, % at 20 µM; 0.28% of 330,000 active; AID 493012;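 active means inhibition of at least 40% at 20 µM, with no more than 30% in the related APOBEC3A deaminase screen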;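 further: plate controls were DMSO wells with A3G for no effect and wells lacking A3G enzyme for full effect; some compounds called inactive have numbers as strong as hits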
Target sequence (Q9HC16 whole entry, looked up): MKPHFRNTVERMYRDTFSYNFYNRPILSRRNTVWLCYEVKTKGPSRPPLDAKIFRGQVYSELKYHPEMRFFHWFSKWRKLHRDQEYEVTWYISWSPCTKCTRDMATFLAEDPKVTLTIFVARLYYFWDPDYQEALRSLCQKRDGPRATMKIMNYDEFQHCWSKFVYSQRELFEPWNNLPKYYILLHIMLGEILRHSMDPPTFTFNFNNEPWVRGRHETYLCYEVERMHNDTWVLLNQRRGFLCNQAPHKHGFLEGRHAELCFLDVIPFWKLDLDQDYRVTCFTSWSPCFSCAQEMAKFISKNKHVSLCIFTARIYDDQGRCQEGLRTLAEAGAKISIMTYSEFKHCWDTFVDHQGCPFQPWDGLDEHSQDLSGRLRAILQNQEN
SENP6 inh = blocks the human protease SENP6; Q9GZR1; Recombinant SENP6 catalytic domain, aminoluciferin luminescence; inhibition, % at 10 µM; 1.8% of 330,000 active; AID 2599;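 active means inhibition above about 50% at the single tested dose, limit read from the data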;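 further: plate controls were DMSO wells with enzyme for no effect and DMSO wells lacking enzyme for full effect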
An asterisk follows results filed as active; i = inactive; u = inconclusive; & = joins results of further samples.

entry	SMILES	SENP1 FRET inh	SENP8 block-1	Apaf-1 inh	UBC13 inh	SENP7 inh	SENP8 block-2	A3G deaminase	SENP6 inh
1	O=C(NCCc1ccncc1)Nc1ccc(Cl)c(Cl)c1	0	3	-10	6	-2	16	-4	18
2	Cc1noc(C)c1S(=O)(=O)Nc1cccc(CO)c1	1	4	-1	-12	12	0	-3	-9
3	CCOC(=O)CC1=CSC2=NS(=O)(=O)CCN12	2	3	4	1	-3	15	-9	5
4	CC(C)(C)NC(=O)NC(=O)CSc1ncc(C(F)(F)F)cc1Cl	0	-10	-3	-3	-6	5	-4	-3
5	N#Cc1c(/N=C/N2CCCC2)oc(-c2ccccc2)c1-c1ccccc1	1	5	7	-19	4	-34	-4	-5
6	Cc1ccc(NC2CCCN(C(=O)c3cc(C(C)C)[nH]n3)C2)cc1C (stereo not drawn)	-1	4	4	3	-5	8	-4	8
7	Cc1cc(NC(=O)CSc2nnc(-c3ccncc3)n2-c2ccccc2)no1	-7	-4	4	1	5	-14	2	-4
8	Cc1ccc(NS(=O)(=O)c2ccc(C(=O)N3CC(C)CC(C)C3)cc2)cc1 (stereo not drawn)	1	-6	23	-1	11	12	-11	-9

An excerpt from above in order of their number in SENP6 inh, low to high.
item	mol	SENP6 inh
2	Cc1noc(C)c1S(=O)(=O)Nc1cccc(CO)c1	-9
7	Cc1cc(NC(=O)CSc2nnc(-c3ccncc3)n2-c2ccccc2)no1	-4
4	CC(C)(C)NC(=O)NC(=O)CSc1ncc(C(F)(F)F)cc1Cl	-3

New compounds follow:
entry	SMILES	SENP1 FRET inh	SENP8 block-1	Apaf-1 inh	UBC13 inh	SENP7 inh	SENP8 block-2	A3G deaminase	SENP6 inh
9	O=C(O)c1ccc(COc2cccc(CO)c2)cc1	2	64*	-17	1	86*	16	-5	74*
10	COC(=O)c1cc(NC(=O)Cc2cccs2)cc(C(=O)OC)c1	-15	0	-3	-3	-4	-5	18	2
11	O=C(Cn1ncc2c(=O)oc3ccccc3c21)NCc1cccnc1	-1	4	-7	-5	-2	15	-2	-7
12	CCN(C(=O)Cc1ccc(Br)cc1)C1CCCCC1	2	-1	11	10	-12	20	-9	-8
13	Cc1noc(C(=O)Nc2ccc3c(c2)OCO3)c1Cl	-1	12	1	-2	9	14	-8	4
14	COc1ccc(-c2cc(C(F)(F)F)nc(SCCC(=O)N3CCOCC3)n2)cc1	1	1	5	13	-3	-161	-6	5
15	COc1ccc(NC(=O)C2CCCN(S(=O)(=O)c3ccc(-n4cnnn4)cc3)C2)cc1 (stereo not drawn)	3	-5	1	8	-3	6	-5	-8
16	O=S(=O)(c1cccc(S(=O)(=O)N2CCC(Cc3ccccc3)CC2)c1)N1CCOCC1	-1	0	10	5	-4	28	0	-7
17	CCC(C(=O)NCc1cccnc1)n1nc(C)c2sc3ccccc3c2c1=O (stereo not drawn)	-2	3	4	-1	7	-14	-1	15
18	CC1CCN(C(=O)CSc2nnc3c(n2)[nH]c2ccc(F)cc23)CC1	-1	8	0	2	0	6	-3	3
19	CCCc1cnc(N2CCN(S(=O)(=O)c3cccs3)CC2)nc1	0	-9	-7	-1	-9	-1	-9	-4
20	CCCCC(=O)Nc1cc2nn(-c3ccc(OC)cc3)nc2cc1C	3	-3	-4	2	-11	-320	-3	-50
21	CCN1CCN(Cc2ccc(NC(=O)c3ccc(C)c(NC(=O)C(=O)c4c[nH]c5ccccc45)c3)cc2C(F)(F)F)CC1	0&2&2	-30&-13	74*	53*	11&0	-9&-14&-17	-12&0	-26&-8
22	CCOc1ccccc1N1CCN(C(=O)c2c(-c3ccccc3Cl)noc2C)CC1	0	-9	12	-5	1	14	0	-3
23	COC(=O)[C@H]1C[C@H]1[C@@H](NC(=O)c1ccc[nH]1)c1ccccc1	2	-16	-10	-10	3	4	-10	-16
24	COc1ccc(C(=O)Cc2ccc(OC)c(OC)c2)cc1	-1	-1	-20	2	21	0	-9	12
25	O=C(NCc1cccnc1)c1ccc2c(c1)OCO2	0	0	-9	4	-7	5	-12	-2
26	Cc1noc(C)c1COc1cccc(C(=O)Oc2ccc3c(c2)OCO3)c1	0	-4	6	7	18	13	-2	6
27	Cc1cc(C(=O)OCC(=O)Nc2nnc(C(C)C)s2)c2ccccc2n1	4	-3	11	-2	11	2	-5	5
28	CCOC(=O)C1CCN(C(=O)COC(=O)c2nn(C)c(=O)c3ccccc23)CC1	0	1	-8	2	-7	4	-5	-9
29	COc1ccc(S(=O)(=O)Nc2ccc(S(=O)(=O)N3CCOCC3)cc2)cc1	0	6	-64	-2	1	6	-4	19
30	O=C(Nc1ccc(N2CCOCC2)cc1)c1cc(F)c(F)cc1Cl	2	-1	-6	-3	0	12	-2	-22
31	CCN(CC)C(=O)c1[nH]cnc1C(=O)NC1CCN(C(=O)OC(C)(C)C)CC1	3	-11	14	-8	-6	13	-9	-28
32	Cc1ccc(-n2c(=O)c3sccc3n(CC(=O)NC3CCCCC3)c2=O)cc1	1	1	-9	-2	-2	22	-2	0

33	COc1cc(C(=O)CSc2nncn2C)cc(OC)c1OC
34	CCN(CC)C(=O)CSc1ncccc1-c1nc2ccccc2[nH]1
35	CCCCN(C(=O)CCC(=O)Nc1cc(C)on1)C(C(=O)NC(C)(C)CC)c1cccc(OC)c1OC (stereo not drawn)
36	CCOC(=O)CN1CC23C=CC(O2)C(C(=O)NCc2ccccc2OC)C3C1=O (stereo not drawn)
37	CCCOc1ccc(N2C(=O)CC(N3CCC(O)(c4cccc(C(F)(F)F)c4)CC3)C2=O)cc1 (stereo not drawn)
38	COc1ccc(-c2cnc3nc[nH]c(=O)c3n2)cc1

screen / no.	33	34	35	36	37	38
SENP1 FRET inh	1	-6	2	-1	0	-47
SENP8 block-1	2	2	-5	-8	-5	-1
Apaf-1 inh	2	-1	3	-2	11	0
UBC13 inh	3	-2	1	-1	0	-1
SENP7 inh	3	-2	4	10	-5	12
SENP8 block-2	-6	-234	14	9	19	i
A3G deaminase	-1	-2	0	-5	-2	1
SENP6 inh	5	12	0	-11	9	-3

39	COC(=O)c1cc(-c2cc(OC)ccc2OC)nc2c1c(=O)n(C)c(=O)n2Cc1ccccc1
40	COc1cc(C=NNC(=O)c2ccccc2-n2cccc2)ccc1O
41	N#Cc1ccccc1S(=O)(=O)N1CCN(C(=O)CN2CCCC2c2cccs2)CC1 (stereo not drawn)
42	CCC(C(=O)c1ccccc1)P(=O)(NN)c1ccccc1 (stereo not drawn)
43	CC(C)(C)c1cc(OS(C)(=O)=O)ccc1O
44	COc1ccc(C(=O)N2CCN(S(=O)(=O)N3CCOCC3)CC2)cc1OC

screen / no.	39	40	41	42	43	44
SENP1 FRET inh	-28	1	-25	-1	0	2
SENP8 block-1	-11	-9	4	8	-5	-7
Apaf-1 inh	23	-2	10	-8	-3	-3
UBC13 inh	u	-14	5	6	5	4
SENP7 inh	-15	-4	10	4	-1	-13
SENP8 block-2	-161	-29	-18	3	-3	31
A3G deaminase	-14	-2	6	-2	-7	-6
SENP6 inh	-25	-15	11	-28	-9	-18

45	COc1ccc(C)cc1NC(=O)CSc1nnc(COc2ccc(C)cc2)n1Cc1ccco1
46	CCN(CC)C(=O)CN(c1cc2c(cc1OC)oc1ccccc12)S(=O)(=O)c1ccc(C)cc1
47	O=C(NCC(=O)N(CC1CCCO1)C1(C(=O)NC2CCCCC2)CCCCC1)c1ccccc1 (stereo not drawn)
48	O=C(OCc1ccccc1)c1ccc(Br)o1
49	CCCOc1cc(NCc2ccccc2)c2ncn(C(C)C)c2c1
50	O=C(NC1CCCC1)c1cc2ccccc2o1

screen / no.	45	46	47	48	49	50
SENP1 FRET inh	-1	3	3	1	0	0
SENP8 block-1	4	-6	4	-17	6	-21
Apaf-1 inh	23	34	3	8	44*	0
UBC13 inh	5	-14	1	-9	25	-5
SENP7 inh	11	1	-1	-8	18	-13
SENP8 block-2	5	4	23	11	10	8
A3G deaminase	-7	4	-5	1	-9	-8
SENP6 inh	-3	-26	10	-8	0	-12

51	C/C(=N\NC(=O)c1ccccc1)c1ccc(-n2ccnc2)cc1
52	CCN(CC)c1ccc(/C=N/Nc2ccccc2)c(O)c1
53	Cc1cccc(N2CCN(C(=O)C3CCN(S(=O)(=O)c4cccc5nsnc45)CC3)CC2C)c1 (stereo not drawn)
54	CCOc1ccccc1C(=O)NCC(=O)NCCc1ccc(S(N)(=O)=O)cc1
55	CC(=O)Nc1ccc(OCC(=O)N2CCc3ccccc3C2)cc1
56	CCC1Nc2ncnc(N3CCN(c4ccccc4)CC3)c2N(Cc2ccc(Cl)cc2)C1=O (stereo not drawn)

screen / no.	51	52	53	54	55	56
SENP1 FRET inh	0	-51	1	-5	0	1
SENP8 block-1	-7	2	-7	0	6	-14
Apaf-1 inh	2	11	28	8	3	32
UBC13 inh	0	-3	-14	2	-3	-6
SENP7 inh	7	7	-9	1	2	7
SENP8 block-2	10	-15	7	7	3	12
A3G deaminase	-2	-5	-7	-1	-10	-7
SENP6 inh	-6	21	-11	9	10	-16

Five compounds from above, ordered by formula weight, ascending:
50	O=C(NC1CCCC1)c1cc2ccccc2o1
51	C/C(=N\NC(=O)c1ccccc1)c1ccc(-n2ccnc2)cc1
49	CCCOc1cc(NCc2ccccc2)c2ncn(C(C)C)c2c1
55	CC(=O)Nc1ccc(OCC(=O)N2CCc3ccccc3C2)cc1
56	CCC1Nc2ncnc(N3CCN(c4ccccc4)CC3)c2N(Cc2ccc(Cl)cc2)C1=O (stereo not drawn)

screen / no.	50	51	49	55	56
SENP1 FRET inh	0	0	0	0	1
SENP8 block-1	-21	-7	6	6	-14
Apaf-1 inh	0	2	44*	3	32
UBC13 inh	-5	0	25	-3	-6
SENP7 inh	-13	7	18	2	7
SENP8 block-2	8	10	10	3	12
A3G deaminase	-8	-2	-9	-10	-7
SENP6 inh	-12	-6	0	10	-16

Carrying on:
57	COc1ccc(C2(O)CCN(CC(=O)Nc3nccs3)CC2)c(OC)c1
58	C/C=C/c1cc(OC)c2c(c1)[C@H](C)[C@@H](c1ccc(O)c(OC)c1)O2
59	CN(C(=O)c1ccc(C#N)cc1)c1nnc(-c2cnccn2)s1
60	Cn1c(Cl)cnc1C(O)(c1ccccc1)c1ccccc1
61	COc1cccc(-n2c(SCc3ccccn3)nc3c(c2=O)SCC3)c1
62	CCCCN1CC(=O)N2[C@H]3c4cc(Cl)ccc4OC[C@@H]3[C@H](C(=O)OCC)[C@]2(C)C1=O
63	COc1cccc(CNc2ccc([N+](=O)[O-])cc2Cl)c1O

screen / no.	57	58	59	60	61	62	63
SENP1 FRET inh	0	-2	-1	2	-2	1	0
SENP8 block-1	-5	-2	-7	1	2	-15	-4
Apaf-1 inh	-4	16	-2	-4	2	19	9
UBC13 inh	-4	0	7	-1	3	-4	-7
SENP7 inh	-9	9	1	-2	1	-2	6
SENP8 block-2	2	2	13	-7	14	7	17
A3G deaminase	-3	3	-7	-3	-6	-9	9
SENP6 inh	-13	-5	-8	10	-6	-14	-9
